Screens (PubChem BioAssay)
CF NFkB inh – inhibitors of PAF-induced NF-kB signaling, primary screen, cell-based, GFP fluorescence, uHTS. KKLEB NF-kB-GFP reporter, GFP fluorescence overnight. inhibition, % at 5 µM. 0.86% of 360,000 active. AID 588850, 2011;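 active = at least 50% inhibition at 5 µM, scaled per plate between neutral and stimulator controls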;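 also: PAF is a Pseudomonas aeruginosa culture filtrate used as stimulus; plate controls were PAF-stimulated DMSO wells for no effect and unstimulated DMSO wells for full effect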
Shn3 3UTR inh – reduction of Shn3 3'UTR firefly luciferase signal, primary screen, Schnurri-3 inhibitor project, cell-based, Clone20 osteoblasts, set 2 | AID 588674, 2011 | inhibition, % at 12.5 µM | 0.52% of 360,000 active | Clone20 osteoblast Shn3 3'UTR firefly luciferase, 24 h;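 active = mean inhibition of at least 75% with every replicate also reaching 75%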;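 also: 0% = median of neutral control wells and 100% = pilot-screen positive control compound; some compounds past the cut are filed as inactive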
NR2E3 ag-1 – inhibitors of NR2E3-RetCOR corepressor binding, primary screen, NR2E3 agonist project, biochemical, TR-FRET, GST-NR2E3, biotin-RetCOR; 1536-well; inhibition of corepressor binding, % at 4.78 µM; Photoreceptor-specific nuclear receptor (Homo sapiens), Q9Y5X4; AID 2300, 2010; 0.12% of 320,000 active;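 active = percent inhibition above the cutoff of mean plus 3 SD of all tested compounds, set per screening campaign, cut at about 20% in these data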;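 also: 0% = DMSO wells and 100% = biotin wells as full block of FRET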
Target sequence (Q9Y5X4 whole entry, looked up): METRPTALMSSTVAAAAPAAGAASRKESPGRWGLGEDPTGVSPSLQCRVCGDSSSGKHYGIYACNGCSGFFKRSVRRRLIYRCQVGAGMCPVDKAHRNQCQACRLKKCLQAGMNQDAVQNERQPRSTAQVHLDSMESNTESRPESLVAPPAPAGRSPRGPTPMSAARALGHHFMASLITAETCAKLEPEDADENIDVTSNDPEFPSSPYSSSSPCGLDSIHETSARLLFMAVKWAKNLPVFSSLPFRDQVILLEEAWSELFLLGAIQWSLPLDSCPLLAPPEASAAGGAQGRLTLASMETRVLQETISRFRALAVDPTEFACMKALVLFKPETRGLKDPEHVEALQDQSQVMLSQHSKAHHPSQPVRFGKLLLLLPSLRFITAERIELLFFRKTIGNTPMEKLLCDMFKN
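System: GST-tagged NR2E3 plus biotinylated RetCOR corepressor; Buffer or medium: pH 7.5 Tris-based buffer; Probe or stimulus: RetCOR corepressor, biotinylated, 7 nM; Doses: compound at 4.8 µM, single dose; Schedule: 5 h incubation at 4 °C; Technique: time-resolved FRET; Evaluation: percent inhibition of TR-FRET ratio; Replication: one well per compound, singlicate testing.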
KKLEB cytotox – cytotoxicity in KKLEB CF airway cells, primary screen, cytotoxicity control for CF NF-kB inhibitor project, cell-based, uHTS, fluorescence assay plates. KKLEB CF airway cells viability, ATPlite luminescence, overnight; stronger effect = lower value; cells stimulated with P. aeruginosa culture filtrate. activity change (cytotoxicity), % at 5 µM. 0.36% of 360,000 active;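 active = corrected activity change at or below -50% at 5 µM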
NR2E3 ag-2 – NR2E3 agonists in two-hybrid cells, primary screen, cell-based, luminescence, CHO-S, Gal4-NCOR/VP16-NR2E3 | Photoreceptor-specific nuclear receptor (Homo sapiens), Q9Y5X4 | luciferase | inhibition of corepressor binding, % at 3.98 µM | 0.35% of 360,000 active | AID 602229, 2012;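 active = inhibition above the mean of all tested compounds plus 3 SD, cut at about 70% in these data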;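 also: 0% = DMSO with NR2E3 transfected cells and 100% = cells lacking NR2E3 construct; higher means lower luciferase signal from less NR2E3 corepressor binding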
Peg3 promoter – Peg3 promoter-driven luciferase inhibitors, primary screen, cell-based, HeLa, luciferase luminescence; inhibition, % at 20 µM; HeLa PEG-Prom luciferase reporter, overnight; AID 588405, 2011; 1.7% of 360,000 active;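 active = inhibition of at least 50% at 20 µM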
TWEAK Fn14 block – inhibitors of TWEAK-Fn14 signaling, primary screen, luciferase reporter cells, uHTS. TWEAK-stimulated Fn14 reporter cells, luciferase luminescence, 8 h. inhibition, % at 10 µM. 2% of 360,000 active. AID 1159606, 2016; in the data active = inhibition above about 50%
MITF TRPM1 inh – inhibitors of MITF-dependent TRPM1 promoter reporter, primary screen, cell-based, SK-MEL-5, single point, luciferase; AID 488899, 2010; 0.83% of 330,000 active; SK-MEL-5 TRPM1 promoter luciferase, 24 h; inhibition, % at 12.5 µM;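 active = mean inhibition across replicates of 60% or more, whatever share of single replicates reaches that level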; also: values of inactives mirror those of a sister screen read the other way
HIF-2a inh – HIF-2a reporter inhibitors, primary screen, luminescence, 786-0 RCC cells; 0.72% of 360,000 active; inhibition, % at 18.8 µM; 786-0 RCC cells HIF-2a reporter, luciferase luminescence, overnight;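 active = inhibition of the luminescence signal of 40% or more relative to plate controls, in a single-dose primary screen at 18.75 µM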
TROY NFkB inh – inhibitors of TROY-driven NF-kB signaling, primary screen, Q293 LMP1-TROYcd cells, NF-kB luciferase, uHTS; AID 1347056, 2019; inhibition, % at 10 µM; 0.98% of 360,000 active; Q293 LMP1-TROYcd NF-kB luciferase reporter, 4 h;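 active = compounds whose plate-normalised and pattern-corrected inhibition of the luciferase reporter signal at the single screening dose is 50% or more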
TRAIL sens C8 – viability loss with TRAIL in NB7+C8 cells, primary screen, TRAIL sensitizer project, cell-based, ATPlite luminescence | 1% of 360,000 active | inhibition (viability loss, TRAIL sensitization), % at 10 µM | AID 624354, 2012;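 active = compounds causing at least 50% loss of cell viability in the single-dose screen, relative to plate controls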
An asterisk follows results filed as active; . = not tested or not shown; & = joins results of further samples. Some of the compounds tested (hit frequency here may not be typical).

1. O=C(C=C1SCCS1)/C=C/c1ccco1
2. CS(=O)(=O)NN1C(=O)c2ccccc2NC1c1cccc2cccnc12 (stereo not drawn)
3. O=C(OCc1cccc([N+](=O)[O-])c1)c1cccnc1Cl
4. COc1cccc(CNC(=O)CCNS(=O)(=O)c2cccc3nsnc23)c1
5. CCOC(=O)C1(CCc2ccccc2)CCN(C(=O)C(C)n2cncn2)CC1 (stereo not drawn)
6. O=C(Cc1ccc([N+](=O)[O-])cc1)N/N=C/c1ccccc1F
7. COc1ccc(Cn2ccnc2SCC(=O)NC2CCCCC2)cc1
8. O=S(=O)(Nc1ccccc1N1CCCCC1)c1ccc(F)cc1F
entry no.	1	2	3	4	5	6	7	8
CF NFkB inh	3	-8	-7	4	9	12	5	-1
Shn3 3UTR inh	-11	-15	-24	6	-7	6	21	2
NR2E3 ag-1	2	3	4	-1	-2	-2	1	0
KKLEB cytotox	4	2	-4	3	9	4	7	-13
NR2E3 ag-2	-123	-67	-20	-12	-27	-1	24	-17
Peg3 promoter	-179	-135	-13	6	5	6	8	18
TWEAK Fn14 block	-7	-14	-18	1	2	-19	7	5
MITF TRPM1 inh	-10	-8	-3	-4	6	-8	2	6
HIF-2a inh	-177	-266	4	10	-5	3	-1	5
TROY NFkB inh	-18	-69	3	17	-3	-17	1	18
TRAIL sens C8	34	5	7	-4	-5	-6	12	0

Quoted from the listing:
cpd 5 – KKLEB cytotox = 9
cpd 4 – TROY NFkB inh = 17

The main list resumes, repeating the four entries before the break.
5. CCOC(=O)C1(CCc2ccccc2)CCN(C(=O)C(C)n2cncn2)CC1 (stereo not drawn)
6. O=C(Cc1ccc([N+](=O)[O-])cc1)N/N=C/c1ccccc1F
7. COc1ccc(Cn2ccnc2SCC(=O)NC2CCCCC2)cc1
8. O=S(=O)(Nc1ccccc1N1CCCCC1)c1ccc(F)cc1F
9. COc1ccc(C)cc1NC(=O)C(Sc1nnnn1C)c1ccccc1 (stereo not drawn)
10. CCNC(=O)NC(=O)C(C)Oc1ccc(C(=O)OC)cc1 (stereo not drawn)
11. Cc1noc(C(C)C)c1C(=O)Nc1ccc(-c2nnc3n2CCCCC3)cc1
12. COc1ccc(NS(=O)(=O)c2cccc(C(=O)NNC(=O)CNC(=O)c3cccc(C)c3)c2)cc1
13. CCCN1CCN(S(=O)(=O)c2cc3c(cc2C)NC(=O)CO3)CC1
14. OCCN1CCN(c2ncnc3sc4c(c23)CCCC4)CC1
15. O=C(Nc1cccc(C(F)(F)F)c1)C1CCCCC1
16. Cc1cc(NC(=O)Nc2cccc(C(F)(F)F)c2)no1
entry no.	5	6	7	8	9	10	11	12	13	14	15	16
CF NFkB inh	9	12	5	-1	-13	-4	-2	-6	2	-4	-1	23
Shn3 3UTR inh	-7	6	21	2	17	15	-1	-9	-26	12	-11	23
NR2E3 ag-1	-2	-2	1	0	3	4	3	-4	2	0	1	-1
KKLEB cytotox	9	4	7	-13	0	-5	-7	-8	1	-3	-3	2
NR2E3 ag-2	-27	-1	24	-17	4	-17	-4	-19	-12	-6	4	-5
Peg3 promoter	5	6	8	18	13	0	0	0	19	9	-1	-30
TWEAK Fn14 block	2	-19	7	5	5	3	5	3	-1	-5	0	-6
MITF TRPM1 inh	6	-8	2	6	-6	-5	-1	15	.	5	-6	-2
HIF-2a inh	-5	3	-1	5	12	14	6	4	0	21	11	-53
TROY NFkB inh	-3	-17	1	18	-2	-2	4	0	-7	10	-13	-16
TRAIL sens C8	-5	-6	12	0	-6	-9	8	0	-3	-19	7	-6

17. O=c1[nH]c(CO)nc2c1oc1ccccc12
18. CC1=C(C(=O)OC2CCCC2)C(c2ccc(C)o2)C2=C(CC(c3cccs3)CC2=O)N1 (stereo not drawn)
19. O=[N+]([O-])c1cccc(S(=O)(=O)Nc2cccc(-c3ccc(N4CCCC4)nn3)c2)c1
20. COC(=O)C1=C(C)NC(C)=C(C(=O)OC)C1C(=O)OCCN1C(=O)c2ccccc2C1=O
21. CCc1ccc2c(c1)NC(=O)C2(C)Cc1ccc(Cl)cc1 (stereo not drawn)
22. Cn1nnnc1SCC(=O)Nc1ccccc1[N+](=O)[O-]
23. CC(C)(C)NC(=O)CSc1nnc(Cc2ccc3c(c2)OCO3)n1C1CCCCC1
24. O=C(NC1CCCCC1)c1cccc2c(-c3ccc(F)c(F)c3)coc12
entry no.	17	18	19	20	21	22	23	24
CF NFkB inh	-6	2	-7	5&10	-14	2	5	8
Shn3 3UTR inh	0	15	-42	-8&0	-23	2	25	4
NR2E3 ag-1	-3	2	.	4	.	1	0	.
KKLEB cytotox	8	-5	7	-3&-6	10	-2	16	6
NR2E3 ag-2	-21	-31	-21	9&10	-20	15	-11	-36
Peg3 promoter	-1	21	-99	1&10	-6	-5	8	-10
TWEAK Fn14 block	-4	26	-25	-2&-29	1	12	6	-14
MITF TRPM1 inh	-21	20	-26	5&3	.	6	-1	.
HIF-2a inh	0	-5	-109	13&5	1	10	19	-18
TROY NFkB inh	5	18	-7	7&-10	-5	9	10	-33
TRAIL sens C8	40	2	11	-25&-4	-2	12	1	-11

25. CCn1c(=O)c2cc(C(=O)NCCC(C)C)sc2c2ccccc21
26. CCC(=O)Nc1cc(-c2nnc(OC)c3ccccc23)ccc1N1CCOCC1
27. COCCn1c(=S)[nH]c2cc(C(=O)NCCc3ccccc3)ccc2c1=O
28. O=C(COC(=O)CNC(=O)C1CCCCC1)Nc1ccc(Cl)cc1F
29. Cn1c2ccccc2c2nnc(NN)nc21
30. O=C(CCNC(=O)C1CCN(S(=O)(=O)c2ccccc2)CC1)NCc1cccc(Cl)c1
31. CCOc1ccccc1OCC(=O)Nc1nc2ccccc2[nH]1
32. Cc1ccc(S(=O)(=O)N2CCN(C(=O)CSc3nc4ccccc4c(=O)[nH]3)CC2)c(C)c1
entry no.	25	26	27	28	29	30	31	32
CF NFkB inh	-42	10	-11	-10	-8	-7	5	12
Shn3 3UTR inh	-1	16	-13	-12	5	3	-16	14
NR2E3 ag-1	0	1	-3	-1	3	-1	-5	2
KKLEB cytotox	1	-9	0	4	4	3	9	-11
NR2E3 ag-2	-25	5	-5	-16	-10	4	-26	3
Peg3 promoter	13	2	-63	5	16	-21	-42	2
TWEAK Fn14 block	17	7	-3	-6	-15	21	11	12
MITF TRPM1 inh	2	9	-13	-4	21	1	-14	10
HIF-2a inh	-19	13	-70	8	-8	-12	-33	11
TROY NFkB inh	-13	8	-13	-9	-15	-15	-17	2
TRAIL sens C8	4	3	4	2	1	14	4	3

The final two compounds of the part before come first, to join the parts:
31. CCOc1ccccc1OCC(=O)Nc1nc2ccccc2[nH]1
32. Cc1ccc(S(=O)(=O)N2CCN(C(=O)CSc3nc4ccccc4c(=O)[nH]3)CC2)c(C)c1
33. CCCc1nnc(SCC(=O)Nc2ccccc2F)o1
34. CCN1CCN(c2nc3ccccc3nc2NS(=O)(=O)c2ccc(NC(C)=O)cc2)CC1
35. Cc1onc(NC(=O)CSCC(=O)O)c1Br
36. CNC(=S)Nc1cc(OC)c(NC(=O)c2ccco2)cc1OC
37. Cc1ccc(CNC(=O)C2CCC(CNS(=O)(=O)c3cccc4cccnc34)CC2)cc1 (stereo not drawn)
38. Cc1ccc(N(C)S(=O)(=O)c2ccc3c(c2)NC(=O)C(C)S3)cc1 (stereo not drawn)
39. C=CCN1CCN(Cc2cnc(Cl)s2)CC1
40. CCOc1ccc(C2C(C#N)=C(N)SC(N)=C2C#N)c(OCC)c1
41. COc1ccccc1CNC(=O)CNC(=O)c1ccc(Br)o1
42. C[C@H](O)[C@@H]1C(=O)N2CCc3c([nH]c4ccccc34)[C@@H]2C[C@@H]1N(C)C(=O)Nc1cc(Cl)cc(Cl)c1
entry no.	31	32	33	34	35	36	37	38	39	40	41	42
CF NFkB inh	5	12	13	-12	16	15	-3	-2	-12	-7	9	-25
Shn3 3UTR inh	-16	14	-12	-14	.	-6	13	18	3	-3	5	35
NR2E3 ag-1	-5	2	2	-2	-1	3	-1	4	6	6	2	.
KKLEB cytotox	9	-11	-6	0	-2	-14	-2	-4	7	-4	17	0
NR2E3 ag-2	-26	3	4	-9	-2	-31	-3	39	3	2	-13	-23
Peg3 promoter	-42	2	-41	0	13	-1	6	19	2	17	-14	8
TWEAK Fn14 block	11	12	6	-1	3	-2	7	14	2	-1	-1	8
MITF TRPM1 inh	-14	10	-2	-8	.	5	5	10	8	5	-4	.
HIF-2a inh	-33	11	-35	4	12	10	13	16	8	7	8	-105
TROY NFkB inh	-17	2	-15	-12	5	-8	-5	26	-3	13	2	0
TRAIL sens C8	4	3	-13	10	-3	-6	-1	1	10	-6	-19	29
